Bioassay records: PubChem, National Center for Advancing Translational Sciences (NCATS)
HBB splicing: alters splicing of the hemoglobin beta chain. HBB splicing reporter cell assay, activation; EGFP reporter with mutant IVS2-654 intron; response scale: normalised to 500 nM splice-correcting PNA. Potency, µM (series often up to 46.1 µM), for the others: at the top dose activation, usual class: activators. 65,000 tested, 0.06% active. AID 925; note: potency is the fitted concentration of half-maximal effect; 0% is about no effect
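HeLa cells stably expressing EGFP interrupted by mutant beta-globin intron 2 (IVS2-654), 500/well in 2% FCS. Treated with compound for 2 days at 37C. Splicing correction scored as total well GFP intensity (488 nm excitation, 500-520 nm emission); 500 nM antisense PNA served as control.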
DNA Pol III inh: DNA polymerase III holoenzyme inhibition. reconstituted DNA polymerase III holoenzyme replication, biochemical. Potency, µM (top dose mostly 57.1 µM), for the others: top-dose activity change, negative = inhibition. 71,000 tested, 0.25% active; note: potency is the fitted concentration of half-maximal effect; % is set by controls: 0 for no effect and ±100 for the full control effect
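Reconstituted *E. coli* holoenzyme (0.35 nM Pol III, 1 nM beta, 154 nM SSB, 2 nM primase) was preincubated with compound for 15 min at RT. Synthesis on 1.4 nM ssM13Gori ran 35 min, then was stopped with PicoGreen/EDTA and read as dsDNA fluorescence.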
HADH2 inh: inhibitors of human HADH2 dehydrogenase | 73,000 tested, 3.4% active | Potency, µM (highest dose often 57.1 µM), for the others: at the top dose activity change, negative = inhibition, most hits filed as inhibitors | recombinant HADH2, NADH fluorescence, beta-hydroxybutyryl-CoA | AID 886; note: potency is the fitted concentration of half-maximal effect; % is set by controls: 0 for no effect and ±100 for the full control effect; nearly all actives have a fitted effect of over 60% in size; many of its hits are not listed in these tables
Target sequence (Q99714 whole entry, looked up, one chain of several): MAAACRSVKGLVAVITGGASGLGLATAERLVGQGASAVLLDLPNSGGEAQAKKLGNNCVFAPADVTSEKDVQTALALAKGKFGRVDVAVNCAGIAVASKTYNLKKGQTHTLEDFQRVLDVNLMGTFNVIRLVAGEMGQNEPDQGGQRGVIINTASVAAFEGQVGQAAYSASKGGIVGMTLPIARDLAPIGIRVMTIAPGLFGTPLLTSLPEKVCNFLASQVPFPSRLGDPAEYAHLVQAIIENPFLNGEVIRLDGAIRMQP
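Activity measured as NADH fluorescence gain (360/450 nm), taken as the change between first and last reads of a 4-min kinetic run. Conditions: pH 9.0 Tris buffer, 20 nM E. coli-expressed His-tagged enzyme, 1 mM NAD+, 90 uM beta-hydroxybutyryl-CoA; 15-min compound preincubation.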
Texas Red fluor: compounds fluorescent in Texas Red spectral region. Compound fluorescence, Texas Red channel, 547/618 nm; stronger effect = higher value. max dye-equivalent concentration, M. 59,000 tested, 0.06% active. AID 587; in the data active = max dye-equivalent concentration above about 10 nM; inconclusive = between about 1.1 nM and that limit
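Pin-transferred compounds and Texas Red standards go into 100 mM Tris buffer, pH 8.0. After 15 min at room temperature, plates are imaged with 547/618 nm filters. Each value is a dye-equivalent concentration derived from the per-plate dye curve.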
ALOX15 inhib: blocks human 15-lipoxygenase activity | P16050 | purified 15hLO-1, xylenol orange hydroperoxide absorbance | Potency, µM (top dose mostly 57.1 µM), for the others: at the highest dose activity change, negative = inhibition, actives largely listed as inhibitors | 74,000 tested, 1.4% active; note: potency is the fitted concentration of half-maximal effect; % is set by controls: 0 for no effect and ±100 for the full control effect; nearly all actives have a fitted effect of over 55% in size
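Purified human 15hLO-1 (40 nM final) in 25 mM Hepes pH 7.5, 0.01% Triton X-100 was preincubated with compound 15 min at room temperature, then reacted 6 min with 50 uM arachidonic acid; hydroperoxide detected by Fe-XO, 573/405 nm absorbance ratio.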
CRE-bla Fsk: CRE-bla signaling modulation under forskolin stimulation. CHO CRE-bla reporter (cAMP response element driving beta-lactamase), forskolin EC10, beta-lactamase ratio. Potency, µM (titrated, usually from 38.2 µM), inactives show at the top dose activity change, negative = inhibition, actives largely listed as activators. 71,000 tested, 2.5% active; active = well fitted activation curve with a large enough effect in the signal ratio, with a control signal flat, not every such curve was filed as active; inconclusive = small, poorly fitted or top-dose-only effect, or effect the other way, or a change in a side signal; the % refers to the signal ratio; note: potency is the fitted concentration of half-maximal effect; % of control where 0% means no effect
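CRE-bla CHO reporter cells treated with compound titration plus EC10 NKH 477 (water-soluble forskolin), incubated 3 h at 37 °C; CCF4 loading 2 h at room temperature, 460/530 nm emission ratio read, AC50 values derived for positive or negative modulators.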
Luciferase inh: firefly luciferase inhibition; Potency, µM (top dose mostly 57.1 µM), inactives show at the top dose activity change, negative = inhibition, hits mostly inhibitors; 72,000 tested, 2.2% active; purified firefly luciferase, luminescence, 8 min; AID 411; note: potency is the fitted concentration of half-maximal effect; % is set by controls: 0 for no effect and ±100 for the full control effect; nearly all actives have a fitted effect of over 40% in size
Target sequence (P08659 whole entry, looked up): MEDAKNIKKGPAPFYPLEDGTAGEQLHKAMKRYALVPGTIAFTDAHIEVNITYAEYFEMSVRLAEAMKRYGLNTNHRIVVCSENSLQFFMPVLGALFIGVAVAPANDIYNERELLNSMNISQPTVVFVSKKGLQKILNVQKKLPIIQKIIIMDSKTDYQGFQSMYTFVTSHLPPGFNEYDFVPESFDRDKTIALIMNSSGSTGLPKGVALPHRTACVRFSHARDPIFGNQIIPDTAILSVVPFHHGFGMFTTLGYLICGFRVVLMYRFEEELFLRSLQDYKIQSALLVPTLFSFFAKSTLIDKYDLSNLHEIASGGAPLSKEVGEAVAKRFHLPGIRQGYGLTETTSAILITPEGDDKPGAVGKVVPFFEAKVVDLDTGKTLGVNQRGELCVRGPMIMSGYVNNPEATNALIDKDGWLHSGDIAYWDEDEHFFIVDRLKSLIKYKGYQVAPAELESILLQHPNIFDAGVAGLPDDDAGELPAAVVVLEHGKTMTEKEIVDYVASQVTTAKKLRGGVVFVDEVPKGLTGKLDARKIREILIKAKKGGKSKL
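Firefly luciferase (PKLight detection mix) with 10 uM ATP in pH 7.2 imidazole buffer (KCl, MgCl2, Tween 20, BSA). Compounds tested across a concentration series (qHTS). Luminescence read after 8 min at ambient temperature.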
Tau filament bind: binders of human tau filaments; 71,000 tested, 2% active; recombinant tau filaments, thioflavin S fluorescence, 15 h; filaments grown with octadecylsulfate alongside compound; AID 596; P10636; Potency, µM (highest dose often 57.1 µM), for the others: at the top dose activity change, negative = inhibition;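 note: potency is the fitted concentration of half-maximal effect; % is set by controls: 0 for no effect and ±100 for the full control effect; actives lower thioflavin S fluorescence by blocking filaments or displacing dye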
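Read-out: ThS fluorescence, 450 nm excitation/510 nm emission; lower signal marks blocked filament formation or displaced dye. Tau at 1 uM with 30 uM ODS, 10 uM ThS, 5 mM DTT, 100 mM NaCl, 10 mM HEPES pH 7.4; 15 h, 37 C.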
Hsp90 Hop PPI: changes Hsp90-Hop TPR2A binding signal, up or down; AlphaScreen TPR2A-His6 binding biotin-Hsp90 C-terminal peptide; Potency, µM (series often up to 57 µM), for the others: at the top dose activity change, negative = inhibition; 71,000 tested, 0.44% active; active = well fitted curve in either direction with a large enough effect; inconclusive = small, poorly fitted or top-dose-only effect, or another doubt; note: potency is the fitted concentration of half-maximal effect; % is set by controls: 0 for no effect and ±100 for the full control effect; many of its hits are not listed in these tables
Rhodamine fluor: rhodamine region autofluorescence; max dye-equivalent concentration, M; AID 594; Rhodamine-region fluorescence, 547/598 nm, Tris buffer; stronger effect = higher value; 59,000 tested, 0.05% active; in the data active = max dye-equivalent concentration above about 11 nM; inconclusive = between about 1.1 nM and that limit
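Intrinsic compound fluorescence, ex 547 / em 598 nm, CCD imager. Tris 100 mM pH 8.0; 15 min RT. Output = rhodamine dye-equivalent concentration at each compound concentration.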
ERK AVP inh: blocks ERK signaling stimulated by vasopressin; HEK293-V1b, vasopressin-stimulated pERK AlphaScreen; Potency, µM (doses to about 57.5 µM), without a hit: at the top dose activity, negative = inhibition, hits mostly inhibitors; 72,000 tested, 0.99% active; AID 995; note: potency is the fitted concentration of half-maximal effect; % is set by controls: 0 for no effect and ±100 for the full control effect; nearly all actives have a fitted effect of over 55% in size
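HEK293 cells stably expressing V1b receptor, preincubated 30 min at 37 °C with compound, then stimulated 5 min with 25 nM vasopressin. Phospho-ERK by AlphaScreen SureFire after 5 h RT; normalized to DMSO and vasopressin; AC50 by Hill fit.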
Active calls of the source: *; i = inactive; ? = inconclusive; · = not tested or not shown; [ ] = remark or other dose. Unless noted, calls come from the whole dose curve; as a rule, active = well fitted curve in the direction sought with a large enough effect; inconclusive = small, poorly fitted or top-dose-only effect, or another doubt; inactive = no such curve, though single readings can be large; an effect the other way counts as inactive or inconclusive. Not all compounds are listed. The share of hits here may be higher or lower than overall.

Sequence of screens: HBB splicing	DNA Pol III inh	HADH2 inh	Texas Red fluor	ALOX15 inhib	CRE-bla Fsk	Luciferase inh	Tau filament bind	Hsp90 Hop PPI	Rhodamine fluor	ERK AVP inh
- Cc1ccccc1-n1c(SCc2c(C)noc2C)nnc1-c1c[nH]c2ccccc12
→ -2.1%	11%	22%	i	-28%	?	2%	16%	-5%	i	0%
- O=C(Nc1ccccc1N1CCCCC1)c1ncoc1-c1ccc(F)cc1
→ 1.4%	1%	-2%	?	-9%	?	-30%	6%	2%	i	23%
- COc1ccc(-c2cc(C(=O)N3CCOCC3)c3cc(C)ccc3n2)cc1
→ -0.4%	-5%	32µM*	i	-7%	13%	?	-24%	-1%	i	-27%
- COC(=O)[C@@H]1[C@@H]2C[C@H]3c4[nH]c5ccccc5c4CCN3C[C@@H]2CC[C@@H]1OS(=O)(=O)O
→ 5.3%[9.22 µM]	-14%[11.4 µM]	13%[11.4 µM]	i	3%[11.4 µM]	4%[7.6 µM]	1%[11.4 µM]	5%[11.4 µM]	1%[11 µM]	i	5%[11.5 µM]
- O=C(NCc1cccnc1)C1CCN(S(=O)(=O)c2cccs2)CC1
→ -0.3%	6%	-3%	?	1%	?	2%	1%	6%	i	-3%
- CC1(C)Cc2cccc(OCC(=O)Nc3cccnc3)c2O1
→ 0.0%[57.5 µM]	-15%	-6%	i	6%	6%	0%	-5%	2%	i	8%
- C=CCn1c(COc2cccc(C)c2)nnc1SCC(=O)NC(=O)NCc1ccco1
→ -0.3%[57.5 µM]	5%	-14%	i	-4%	-7%	3%	14%	-3%	i	-14%
- CN1C(=O)CC(N2CCC(c3nc4ccccc4[nH]3)CC2)C1=O (stereo not given)
→ 1.1%	6%	1%	·	-2%	-10%	-7%	20µM*	-5%[2.3 µM]	·	-15%
- CC1CCCCN1c1nnc(N)s1 (stereo not given)
→ 4.0%[0.369 µM]	0%	-9%	i	0%	12%	1%	-7%	-3%	i	-4%
- CCOC(=O)c1[nH]c(C)c(CN(CCc2ccc(OC)c(OC)c2)C(=O)CCCC(=O)O)c1C
→ -0.5%	0%	-3%	i	2%	1%	0%	6%	-7%	i	-14%
- CC1CCOC2(O1)C(=O)N(CN1CCN(c3ccccc3F)CC1)c1ccccc12 (stereo not given)
→ 1.6%	2%	1%	i	5%	?	1%	-8%	0%	i	-14%
- C/C(CCN1CCCc2nc(C)c(C)cc21)=N\O[C@@H](C)c1cn([C@@H]2COC[C@@H]2O)nn1
→ 1.8%[9.22 µM]	·	6%[11.4 µM]	·	-13%[11.4 µM]	·	0%[11.4 µM]	·	·	·	18%[11.5 µM]
- O=C1c2ccccc2C(=O)N1CCOCCN1C(=O)c2ccccc2C1=O
→ ·	-2%	10%	i	15%	4%	1%	0%	-1%	i	-4%
- O=C(NCc1cccs1)c1nc2ncccn2n1
→ 0.1%	-7%	4%	i	-2%	0%	1%	4%	-4%	i	-5%
- CC(C)C(=O)N1c2ccccc2NC2=C(C(=O)CCC2)C1c1ccc(N(C)C)cc1 (stereo not given)
→ 0.2%	0%	-13%	i	-7%	-4%	1%	3%	-7%	i	13%
- O=C(Nc1ccccc1C(=O)OCC(=O)N1CCc2ccccc2C1)c1ccco1
→ -0.5%[57.5 µM]	-1%	-124%	i	-6%	?	-3%	40%	2%	i	?
- O=S(=O)(c1ccc(Oc2ncnc3scc(-c4ccccc4)c23)cc1)N1CCOCC1
→ -3.1%	-4%	17%	i	-4%	?	-4%	-9%	-1%	i	-5%
- COc1ccc2nc(Nc3ccc4c(c3)OCO4)sc2c1
→ 0.3%	5%	5%	i	-16%	?	-20%	13µM*	?	i	-7%
- CCOc1ccccc1NC(=O)CSc1ncnc2c1oc1ccccc12
→ 0.0%	-5%	-1%	?	8%	0.63µM*	2%	1%	3%	i	14%
- CCN(CC)CCCCn1c(-c2ccccc2)nc2c(NCCOC)nc(C)nc21
→ 1.5%	-5%	55%[activator]	·	5%	-3%	·	2%	-3%	·	11%
- Cc1ccccc1NS(=O)(=O)c1cc(S(C)(=O)=O)ccc1Cl
→ 1.1%	-1%	-7%	i	2%	-6%	5%	-9%	-1%	i	-25%
- COC(=O)[C@@]1(Cc2ccc(OC)cc2)[C@H]2c3cc(C(=O)N(C)C)n(Cc4ccc(S(C)(=O)=O)cc4)c3C[C@H]2CN1C(=O)c1ccccc1
→ -1.7%	-4%	?	·	·	-6%	·	10%	?	·	-3%
- Cc1cc(Br)c2c(c1)=C(c1sc(N3CCCCCC3)nc1O)C(=O)N=2
→ -0.1%	-4%	2%	i	-8%	?	-1%	-2%	-5%	i	-11%
- CC(C(=O)NCc1cccs1)n1cccc1 (stereo not given)
→ -2.9%	0%	8%	i	-2%	33%	2%	-2%	-3%	i	-9%
- COCCN1Cc2cccc(C(=O)NCc3ccccn3)c2C1=O
→ 0.1%	-6%	1%	·	9%	10%	1%	0%	-4%	·	-11%
- CCCCn1nnnc1SCC(=O)c1ccc(C)c(C)c1
→ ·	-2%	4%	i	-2%	6%	1%	13%	12%	i	12%
- CCOC(=O)c1cccnc1SCc1cc(=O)n2ccccc2n1
→ 0.5%[57.5 µM]	-5%	-13%	i	-4%	?	1%	4%	-1%	i	-27%
- CSc1nc2ccc(NC(=O)C3CC(=O)N(Cc4ccco4)C3)cc2s1 (stereo not given)
→ -3.1%	0%	-7%	?	-6%	-7%	-4%	8%	-9%	i	-22%
- O=C(NCc1ccccc1)C1CCN(S(=O)(=O)c2cccc3cccnc23)CC1
→ -0.2%	-6%	5%	·	5%	-15%	-1%	-7%	2%	·	?
- CNc1cc(C)nc(-n2nc(C)cc2C)n1
→ 3.6%[0.369 µM]	-11%	-2%	i	68%[activator]	-5%	-9%	9%	-9%	i	-14%
- CC(C)CNC(=O)c1cc(-c2ccc(Cl)c(Cl)c2)on1
→ -2.7%	-1%	0%	i	2%	19%	1%	-9%	-4%	i	4%
- O=C1[C@@H]2CSCN2C(=O)CN1CCc1cccc(F)c1
→ -1.0%	0%	?	i	-8%	3%	-2%	-3%	-7%	i	-10%
- COC(=O)[C@H](C)NC(=O)C/C=C\[C@@H](C)CO
→ 2.1%[9.22 µM]	·	-4%[11.4 µM]	·	0%[11.4 µM]	·	1%[11.4 µM]	·	·	·	10%[11.5 µM]
- CCCCc1ccc(NC(=O)C2CCCO2)cc1 (stereo not given)
→ -4.3%[0.0738 µM]	-3%[11.4 µM]	10%[11.4 µM]	·	0%[11.4 µM]	?	?	-8%[11.4 µM]	-3%[11 µM]	·	-3%
- Cc1ccnc(N2CCC(C(=O)Nc3ccc4c(c3)CCC4)CC2)n1
→ -0.8%	-3%	9%	?	-2%	-9%	2%	1%	-3%	i	-6%
- COc1ccccc1NC(=O)C1(C)Cc2ccccc2C(=O)O1 (stereo not given)
→ -1.1%	-9%	-24%	·	12%	14%	-6%	2%	?	·	28%
- CC(C)C[C@@H](CC(=O)N[C@@H](CCC(=O)O)CC(=O)O)NC(=O)[C@@H]1CNCC[C@H]1NC(=O)C[C@@H](NC(=O)C[C@H](CO)NC(=O)[C@@H]1CCCC[C@H]1N)C(C)C
→ 2.6%	-6%	12%	·	·	-12%	·	-1%	-6%	·	·
- COCc1cc(C2C(C(=O)c3ccco3)=C(O)C(=O)N2CCOCCO)ccc1O (stereo not given)
→ 1.9%[57.5 µM]	-8%	-16%	i	-4%	15%	1%	-5%	-2%	i	-8%
- Cc1cc(C)nc(NC(=O)CSc2ccccn2)n1
→ -1.0%	0%	3%	i	12%	2%	0%	3%	-4%	i	2%
- CCOc1ccc(NC2c3ccccc3C(=O)N2Cc2ccco2)cc1 (stereo not given)
→ -1.6%	-4%	2%	·	-12%	0%	2%	16µM*	-29%	·	?
- O=C(CSc1ncc(-c2ccccc2)n1-c1ccccc1)NCc1ccco1
→ -0.9%	1%	1%	i	-29%	9%	0%	39%	?	i	-15%
- N#CCCn1c(=O)c(-c2ccccc2)nc2cnc(N3CCOCC3)nc21
→ 1.2%	-4%	113%[activator]	i	7%	4µM*	-1%[11.4 µM]	3%	-7%	i	9%
- O=C(COC(=O)C(O)c1ccccc1)NC12CC3CC(CC(C3)C1)C2 (stereo not given)
→ -0.8%[57.5 µM]	-6%	-4%	i	2%	1%	-5%	3%	-1%	i	15%
